# Assay outcomes: PubChem BioAssay, Southern Research Specialized Biocontainment Screening Center
# Salmonella PhoP GFP: PhoP regulon inhibitors, Salmonella typhi PhoP promoter GFP reporter, confirmatory (AID 1850); Salmonella Typhi PhoP-promoter GFP reporter, fluorescence, 4 h; higher % means a stronger effect; one-dose inhibition, % at 50 µM; IC50 in µM for titrated hits; 0.33% of 310,000 active; in the data active means a potency from the dose series; inconclusive means inhibition mostly from about 25% at the one dose, without a potency; inactive means the rest, 99 in 100 with inhibition below about 19%;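 further: 0% = induced wells with vehicle and 100% = uninduced wells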
# M. tuberculosis HTS: M. tuberculosis growth inhibition, HTS (AID 449762); M. tuberculosis H37Rv growth inhibition, 7H9 media; higher % means a stronger effect; 0.59% of 330,000 active; one-dose inhibition, % at 25 µM; IC50 in µM for titrated hits; in the data active means a potency from the dose series; inconclusive means inhibition above about 70% without an active follow-up result;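 further: bacterial growth assessed after seven days of incubation; strong numbers were not always called active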
# VEEV TC-83 Vero: inhibitors of VEEV TC-83 cytopathic effect, confirmation, Vero cells (AID 588727). 0.13% of 350,000 active. Vero cells, VEEV TC-83 cytopathic effect inhibition; higher % means a stronger effect. inhibition, % at 20 µM; hits with a dose series show IC50 in µM; in the data active means a potency from the dose series; inconclusive means inhibition mostly from about 14% at the one dose, without a potency; inactive means the rest, 99 in 100 with inhibition below about 12%; further: strong numbers were not always called active
# M. tuberculosis: growth inhibition of non-replicating M. tuberculosis (AID 488890) | Mycobacterium tuberculosis non-replicating, growth inhibition; higher % means a stronger effect | inhibition, % at 25 µM, or IC50 in µM where a hit was titrated | 0.39% of 320,000 active; in the data active means a potency from the dose series; inconclusive means inhibition mostly from about 82% at the one dose, without a potency; inactive means the rest, 99 in 100 with inhibition below about 76%;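 further: plate controls were DMSO cells for no effect and high antibiotic wells for full effect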
# H1N1 NS1A inhibition: H1N1 influenza NS1A inhibitors, functional cell based assay (AID 504329) | NS1A functional cell-based assay, percent inhibition; higher % means a stronger effect | inhibition, % at 12.5 µM, or IC50 in µM where a hit was titrated | 0.3% of 340,000 active; in the data active means a potency from the dose series; inconclusive means inhibition above about 27% without an active follow-up result; further: strong numbers were not always called active
# VEEV TC-83 Vero 10K pilot screen: also measured in VEEV TC-83 Vero; calls as there; inhibition, %; measured here: 10K pilot screen inhibition
# Active calls of the source: *; i = inactive; ? = inconclusive; nt = no result given.
SMILES,Salmonella PhoP GFP,M. tuberculosis HTS,VEEV TC-83 Vero,M. tuberculosis,H1N1 NS1A inhibition,others
COc1ccc(S(=O)(=O)N2CCN(CC3CC=CCC3)CC2)cc1 (stereo not drawn),0%,2%,1.7%,42%,3%,
CCN(CC)S(=O)(=O)c1cccc(-c2nnc(SCc3nnc(-c4cccs4)o3)n2N)c1,3%,-2%,1.4%,3%,1%,
COc1ccc(C(=O)NCC(=O)N/N=C/c2cccnc2)cc1,1%,-3%,2.3%,-3%,2%,
Cc1ccc(C(C)(C)C)c(OCCOCCN2CCCC2)c1,4%,3%,i,34%,-5%,
CCN(CC)S(=O)(=O)c1ccc(Cl)c(NC2=NCCCCC2)c1,0%,3%,i,17%,-2%,
Cc1c(NC(=O)CSc2nnc(-c3cccnc3)n2N)c(=O)n(-c2ccccc2)n1C,nt,-11%,2.6%,-7%,-9%,
COc1cccc2cc(C(=O)C3=C(O)C(=O)N(CCN4CCOCC4)C3c3cccs3)oc12 (stereo not drawn),0%,-3%,1.1%,78%,9%,
CC(C)(C)NC(=O)N1CCN(c2nc3ccc(Cl)cc3s2)CC1,7%,6%,0.1%,34%,-10%,
CC1CN(C(=O)c2cc(S(=O)(=O)N3CCCC3)c(Cl)cc2Cl)CC(C)O1 (stereo not drawn),4%,-3%,i,9%,-3%,
COc1ccccc1OCCOCCN1CCCC1,4%,-4%,1.0%,nt,-1%,

# Of the compounds above, 3 contain a halogen:
SMILES,Salmonella PhoP GFP,M. tuberculosis HTS,VEEV TC-83 Vero,M. tuberculosis,H1N1 NS1A inhibition,others
CCN(CC)S(=O)(=O)c1ccc(Cl)c(NC2=NCCCCC2)c1,0%,3%,i,17%,-2%,
CC(C)(C)NC(=O)N1CCN(c2nc3ccc(Cl)cc3s2)CC1,7%,6%,0.1%,34%,-10%,
CC1CN(C(=O)c2cc(S(=O)(=O)N3CCCC3)c(Cl)cc2Cl)CC(C)O1 (stereo not drawn),4%,-3%,i,9%,-3%,

# The listing picks up, starting 2 compounds before the break.
SMILES,Salmonella PhoP GFP,M. tuberculosis HTS,VEEV TC-83 Vero,M. tuberculosis,H1N1 NS1A inhibition,others
CC1CN(C(=O)c2cc(S(=O)(=O)N3CCCC3)c(Cl)cc2Cl)CC(C)O1 (stereo not drawn),4%,-3%,i,9%,-3%,
COc1ccccc1OCCOCCN1CCCC1,4%,-4%,1.0%,nt,-1%,
O=C(CN1CCC(C(=O)c2ccc(Cl)cc2)CC1)Nc1ccc2c(c1)OCCO2,1%,?,i,51%,28%,
CS(=O)(=O)N(CC(=O)N/N=C/c1cc2c(cc1Br)OCO2)c1ccccc1Br,-6%,-5%,9.0%,14%,2%,
O=C(NCc1ccccc1)C1=C[C@H](C2CC2)C[C@H](OCc2ccc(CO)cc2)O1,-4%,-6%,0.4%,-5%,13%,
O=C(CNc1ccc(Br)cc1)c1ccc(O)cc1,6%,?,1.6%,65%,8%,
CN(C(=O)COc1ncnc2ccccc12)C1CCCCC1,nt,-5%,0.2%,-2%,4%,
O=C(Nc1ccc(F)cc1)c1csc(Cc2ccccc2)n1,10%,-8%,1.7%,?,-11%,
Cc1c(C)n(CCCN(C)C)c2ncnc(Nc3ccccc3)c12,-4%,-2%,1.7%,-5%,20%,
COc1ccc(NC(=S)NNC(=O)c2cccs2)cc1,4%,-5%,0.5%,-18%,27%,
Cc1ccc(NC(=O)CSc2nnnn2-c2ccc3c(c2)OCO3)cc1C,4%,-3%,6.8%,-6%,18%,
CC(C)(C)OC(=O)N1CCN(C(=O)c2[nH]cnc2C(=O)Nc2cccc(Cl)c2)CC1,nt,-4%,0.5%,43%,-9%,
Cc1cccn2c(=O)c(/C=C(\C#N)C(=O)NCc3ccco3)c(N3CCC(C(N)=O)CC3)nc12,-6%,6%,i,-11%,2%,
Cc1ccc(-n2nnnc2/C=C\Nc2cc(C)on2)cc1,-5%,-3%,1.6%,31%,8%,
COc1ccc(N2CC(NS(=O)(=O)c3cccnc3)CC2=O)cc1 (stereo not drawn),2%,-1%,1.4%,-7%,-2%,
C/C=C/c1ccc(Oc2nnnn2-c2ccc(C(=O)O)cc2)c(OC)c1,-8%,-1%,i,7%,-8%,
OCC[C@@H]1C[C@H](O)[C@@H](O)[C@]2(OCCc3ccccc32)O1,1%,-1%,i,2%,-3%,
CNC(=S)N(CCc1c(C)[nH]c2ccc(Cl)cc12)Cc1cccs1,2%,33%,nt,7%,nt,
Cc1c(C(=O)NCc2ccccn2)oc2ccc(Br)cc12,3%,2%,5.9%,6%,-5%,
Cc1ccc(NC(=O)C2OCCc3ccccc32)cc1Cl (stereo not drawn),7%,-2%,1.9%,57%,-4%,
Fc1ccccc1NC(=S)NCCc1ccccc1,-1%,-4%,0.2%,?,5%,
COc1cccc(CN(C)Cc2nc(C3CC3)no2)c1,11%,3%,i,41%,-9%,
COc1ccc(-c2cnn3c4c(c(C)nc23)CCN4C(C)C)cc1OC,-3%,-1%,0.1%,7%,-2%,
CC1CN(C(=O)CCC(=O)NCc2ccc(Cl)cc2)c2ccccc2S1 (stereo not drawn),-15%,1%,0.6%,8%,11%,
CC1CCCC(C)N1C(=O)COC(=O)c1cccnc1Cl (stereo not drawn),nt,-1%,1.8%,0%,-11%,
Cc1ccccc1NC(=O)c1ccccc1NS(=O)(=O)c1cccc2cccnc12,-18%,-10%,1.4%,26%,-9%,
O=C(C(=O)c1ccc(O)c(O)c1)c1ccc(O)c(O)c1,nt,nt,0.9%,nt,3%,
CN(CC(=O)NCc1ccccn1)S(=O)(=O)c1ccc(Br)cc1,-16%,-5%,0.3%,-4%,30%,
Cc1ccc([C@@H]2CC=C(C(=O)O)CN2S(=O)(=O)c2ccccc2C)cc1,9%,-15%,0.2%,6%,2%,
CSc1nnc([C@@H](N)Cc2ccccc2)o1,3%,-11%,2.1%,-7%,-8%,
CCn1c(SCC(=O)N2CCC(C(N)=O)(N3CCCCC3)CC2)nnc1-c1ccccc1,2%,4%,0.4%,15%,0%,
COc1ccc(Cn2c(C3CC3)nc3ccc(NC(=O)C4CC4)cc3c2=O)cc1,-4%,2%,1.1%,12%,7%,VEEV TC-83 Vero 10K pilot screen=1.5
O=C(/C=C/c1ccco1)Nc1ccc(-c2nc3ccccc3[nH]2)cc1,-45%,-6%,1.6%,-6%,0%,
COc1ccccc1-n1c(=O)[nH]c2c(C(N)=O)nc(C3CCCCC3)nc21,4%,-3%,1.4%,nt,6%,
COc1ccc(OC)c(Nc2nc(-c3ccccc3O)nc3ccccc23)c1,5%,2%,0.4%,-11%,1%,
c1ccc(-n2nnnc2SCc2cccc3nsnc23)cc1,2%,6%,0.9%,22%,-3%,
COc1cc(NC(=O)CCNC(=O)Cn2cnc3sc4c(c3c2=O)CCCC4)cc(OC)c1OC,13%,5%,0.5%,-6%,7%,
C/C(=N\Nc1ccc(C(F)(F)F)cc1[N+](=O)[O-])C(C)C,-1%,-5%,i,3%,0%,
Cc1ccccc1N(C(=O)CCC(=O)Nc1ccccn1)C(C(=O)NC(C)C)c1ccc(O)cc1 (stereo not drawn),nt,nt,6.5%,nt,-12%,
O=C(CCCOc1ccc(Cl)cc1Cl)N1CCC2(CC1)OCCO2,0%,1%,i,22%,0%,
CCN(CC(=O)Nc1ccc2c(c1)OCCO2)C(=O)c1cccc(OCC(C)C)c1,-1%,-11%,5.2%,4%,17%,
Cc1cc(C(=O)COc2cccnc2[N+](=O)[O-])c(C)n1-c1ccccc1,1%,5%,0.7%,6%,3%,
CCOC(=O)c1[nH]c(C)c(C(=O)OCC(=O)NC(C)c2ccc(F)cc2)c1C (stereo not drawn),nt,-9%,8.3%,-4%,3%,
O=C(Nc1ccc(Cl)cc1)c1nc[nH]c1C(=O)NCc1ccccc1,nt,55%,3.7%,?,-2%,
Cc1cccc(CSc2ncnc3ccccc23)c1,-8%,-4%,5.0%,-12%,-13%,
COCC(=O)OCC(=O)Nc1ccccc1-c1ccccc1,1%,0%,0.6%,-6%,-9%,
CC1(C)Cc2cccc(C(=O)Nc3ccncc3)c2O1,9%,7%,1.4%,-1%,-4%,
CC(OC(=O)c1ccccn1)C(=O)Nc1ccc2c(c1)OCCO2 (stereo not drawn),nt,7%,1.9%,1%,-2%,
O=C(Cc1cccs1)NC1(C(=O)NC2CCCC2)CCCCC1,-5%,-2%,0.4%,-4%,3%,
COc1ccc(/C=C\C(=O)NCC(=O)N/N=C/c2cccc(OC)c2O)cc1,9%,2%,3.5%,8%,0%,
COc1cccc(NC(=O)NNS(=O)(=O)c2ccc(OC)cc2OC)c1,-6%,2%,2.7%,-16%,0%,
COc1ccc(-c2sc3ccc(OC)cc3c2C#CCCO)cc1,1%,?,3.4%,61%,-1%,

# No new results follow: entries from further up.
SMILES,Salmonella PhoP GFP,M. tuberculosis HTS,VEEV TC-83 Vero,M. tuberculosis,H1N1 NS1A inhibition,others
CCOC(=O)c1[nH]c(C)c(C(=O)OCC(=O)NC(C)c2ccc(F)cc2)c1C (stereo not drawn),nt,-9%,8.3%,-4%,3%,
O=C(Nc1ccc(Cl)cc1)c1nc[nH]c1C(=O)NCc1ccccc1,nt,55%,3.7%,?,-2%,

# (list continues)
SMILES,Salmonella PhoP GFP,M. tuberculosis HTS,VEEV TC-83 Vero,M. tuberculosis,H1N1 NS1A inhibition,others
O=C(CSc1nnc(C2COc3ccccc3O2)o1)N1CCN(c2ccccc2)CC1 (stereo not drawn),5%,-3%,0.7%,9%,-12%,
Clc1ccc(-c2nnc(C34CC5CC(CC(C5)C3)C4)o2)cn1,17%,4%,0.5%,70%,8%,
Cc1csc(N/N=C\c2cccnc2)n1,-8%,-3%,2.1%,1%,-1%,
CCCCC(=O)Nc1cccc(NC(=O)c2ccc3c(c2)OCO3)c1,-5%,-3%,1.8%,13%,-3%,
O=C1COc2ccc(C(=O)COC(=O)Cc3ccc(Cl)cc3)cc2N1,-6%,-2%,1.3%,14%,-2%,
CCOc1ccc(NS(=O)(=O)c2cc(NC(=O)C3CC3)ccc2C)cc1Br,nt,0%,2.1%,22%,4%,
C(=N\n1cnnc1)/c1ccc2c(c1)OCO2,-4%,1%,1.6%,-9%,-5%,
Cc1ccc(SCc2cc(=O)[nH]c(/N=C(\N)Nc3ccccc3Sc3ccccc3)n2)cc1,-9%,-2%,1.9%,4%,5%,
CCn1c(=O)c2c(n3c(=S)[nH]nc13)-c1ccccc1CC21CCCCC1,5%,-4%,2.7%,22%,-13%,
CC(=O)c1sc(NC(=O)c2cccc3ccccc23)nc1C,-3%,8%,4.3%,0%,5%,
c1cncc(C2CCCCN2)c1 (stereo not drawn),13%,1%,i,5%,-7%,
O=C(CSc1nc2ccccc2[nH]1)Nc1ccc(N2CCOCC2)cc1,1%,-15%,2.9%,-1%,-6%,
Cc1ccc(C(=O)N2CCOCC2)cc1S(=O)(=O)Nc1cccc(C)c1C,-1%,-5%,0.4%,-18%,1%,
COc1ccc(CC(=O)N2CCN(c3ccccc3)CC2)cc1,-4%,6%,0.9%,-2%,-7%,
CCOC(=O)C(Cc1ccc(O)cc1)NC(=O)CCc1c[nH]c2ccccc12 (stereo not drawn),0%,-7%,0.5%,-32%,-10%,
CCOC(=O)C1=C(C)Nc2ccccc2N/C1=N\S(=O)(=O)c1ccc(Cl)cc1,nt,4%,8.8%,17%,-7%,
O=C(Cn1cnc2c(nnn2Cc2ccc(Cl)cc2)c1=O)c1ccccc1,-5%,-6%,1.5%,-10%,3%,
Cc1c(C(=O)NCc2cccnc2)sc2ncn(CC(=O)N3CCCCC3C)c(=O)c12 (stereo not drawn),nt,nt,1.3%,nt,-1%,
COc1ccc(O)c(C(=O)CC(=O)c2ccc(F)cc2)c1,11%,?,11%,i,-7%,
O=C(/C(=C\c1ccccc1)c1nc2ccccc2[nH]1)c1ccc(Cl)cc1,-12%,12%,?,2%,-8%,
O=C(Nc1ccc(Cl)c(S(=O)(=O)N2CCOCC2)c1)c1ccccn1,9%,3%,1.7%,0%,0%,
CSCC[C@H](NC(=O)[C@H]1CC[C@H](CNC(=O)[C@@H](N)Cc2ccccc2)CC1)C(=O)O,-8%,0%,0.6%,1%,-3%,
CC(C)Cc1nc2sc3c(=O)n(N)cnc3c2c2c1COC(C)(C)C2,-3%,3%,1.1%,35%,-7%,
CS(=O)(=O)Nc1ccc(C2=NN(C(=O)C3CCCCC3)C(c3cccs3)C2)cc1 (stereo not drawn),-14%,10%,4.0%,12%,-1%,
CCOC(=O)N1CCN(C(=O)c2cccc(S(=O)(=O)Nc3ccc(Br)cc3)c2)CC1,2%,9%,8.9%,16%,-2%,
O=C(NCc1ccccc1F)C1CCCN1S(=O)(=O)c1ccc(F)cc1 (stereo not drawn),-1%,-9%,0.7%,3%,4%,
COc1ccc(-c2c(C#Cc3ccccc3)c3ccccc3n2C)cc1,-16%,64%,3.8%,?,-3%,
